# APJ antagonist: antagonists of human APJ apelin receptor; P35414; CHO-K1 APJ beta-arrestin complementation, luminescence; inhibition, % at 20 µM; 330,000 compounds, 0.32% hits; AID 2521;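 active = inhibition above about 40% at 20 µM, limit read from the data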;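 also: cells challenged with 10 nM apelin-13 agonist together with compound; plate controls were apelin-13 plus DMSO wells for no effect and DMSO wells lacking apelin-13 for full effect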
# Target sequence (P35414 whole entry, looked up): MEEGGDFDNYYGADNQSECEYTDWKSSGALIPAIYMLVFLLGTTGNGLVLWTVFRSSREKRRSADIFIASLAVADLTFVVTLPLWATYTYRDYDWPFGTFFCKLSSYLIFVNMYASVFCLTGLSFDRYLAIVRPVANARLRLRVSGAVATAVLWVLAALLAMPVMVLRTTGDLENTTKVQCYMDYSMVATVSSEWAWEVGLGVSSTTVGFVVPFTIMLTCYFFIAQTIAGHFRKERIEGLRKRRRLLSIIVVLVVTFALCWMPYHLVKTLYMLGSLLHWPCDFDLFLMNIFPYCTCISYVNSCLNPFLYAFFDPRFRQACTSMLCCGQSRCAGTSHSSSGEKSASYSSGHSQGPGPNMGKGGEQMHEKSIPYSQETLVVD
# UBC13 inh: inhibitors of human UBC13 polyubiquitin chain formation; TR-FRET; inhibition, % at 20 µM; 330,000 compounds, 0.47% hits; AID 485273; in the data active = inhibition above about 45%, passing the limit was not always enough; inconclusive = no clear call, values can overlap the other calls
# Jurkat NFkB inh: inhibitors of the PMA/ionomycin-induced NF-kB reporter in Jurkat cells; PMA/ionomycin-induced NF-kB luciferase reporter, luminescence; 330,000 compounds, 0.53% hits; inhibition, % at 4 µM; in the data active = inhibition above about 50%
# CXCR6 inh: blocks human CXCR6 beta-arrestin recruitment | O00574 | CHO-K1 PathHunter CXCR6 beta-arrestin, luminescence | inhibition, % at 20 µM | 360,000 compounds, 0.36% hits; in the data active = inhibition above about 34%, passing the limit was not always enough;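 also: antagonist mode with CXCL16 agonist at 10 nM final; 0% = 10 nM CXCL16 with DMSO and 100% = unstimulated wells without agonist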
# Target sequence (O00574 whole entry, looked up): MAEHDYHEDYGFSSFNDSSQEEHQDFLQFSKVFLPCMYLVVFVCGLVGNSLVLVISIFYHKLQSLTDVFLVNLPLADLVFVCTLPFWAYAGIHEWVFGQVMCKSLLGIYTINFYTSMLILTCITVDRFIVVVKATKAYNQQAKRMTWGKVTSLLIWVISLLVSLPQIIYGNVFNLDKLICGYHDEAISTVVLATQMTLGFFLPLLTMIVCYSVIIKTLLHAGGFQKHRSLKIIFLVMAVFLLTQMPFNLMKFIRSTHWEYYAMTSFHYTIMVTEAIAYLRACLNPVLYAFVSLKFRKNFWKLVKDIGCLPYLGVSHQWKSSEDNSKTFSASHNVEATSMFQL
# 697 NFkB inh: inhibitors of the PMA/ionomycin-induced NF-kB reporter in 697 B cells. 697 B-cell NF-kB luciferase reporter, 16 h. AID 435022. inhibition, % at 4 µM. 330,000 compounds, 0.33% hits; in the data active = inhibition above about 35%
# CCR6 antagonist: blocks CCL20-driven beta-arrestin recruitment at human CCR6. P51684. CHO-K1 CCR6 PathHunter beta-arrestin, luminescence, CCL20-stimulated. inhibition, % at 20 µM. 340,000 compounds, 0.49% hits;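 active = compounds whose inhibition of the agonist-driven luminescence signal at 20 µM reaches about 50%, limit read from the data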;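 also: cells stimulated with CCL20 at 14 nM final; plate controls were DMSO with CCL20 for no effect and DMSO without agonist for full effect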
# Target sequence (P51684 whole entry, looked up): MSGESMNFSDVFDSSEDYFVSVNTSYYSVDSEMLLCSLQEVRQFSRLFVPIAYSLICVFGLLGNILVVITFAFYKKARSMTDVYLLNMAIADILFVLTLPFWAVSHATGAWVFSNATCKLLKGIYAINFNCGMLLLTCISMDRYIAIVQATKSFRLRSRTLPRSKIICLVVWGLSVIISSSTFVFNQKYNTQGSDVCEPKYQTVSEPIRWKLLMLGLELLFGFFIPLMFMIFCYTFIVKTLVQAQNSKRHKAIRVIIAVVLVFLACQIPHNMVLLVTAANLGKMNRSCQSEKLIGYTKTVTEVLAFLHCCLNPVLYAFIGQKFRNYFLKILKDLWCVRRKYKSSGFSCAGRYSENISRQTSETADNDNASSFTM
# EBI2 block: antagonists of human EBI2 receptor; P32249; EBI2 beta-arrestin recruitment, luminescence, 7a,25-OHC stimulated; inhibition, % at 5 µM; 360,000 compounds, 0.81% hits; AID 651636; in the data active = inhibition above about 38%;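 also: enzyme fragment complementation signal reports receptor beta-arrestin coupling in cells; 0% = agonist plus DMSO wells and 100% = wells without agonist; some results beyond the cut were filed as inactive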
# Gli-Sufu block: Gli-Sufu pathway antagonism; Sufu-KO-LIGHT fibroblasts, Gli luciferase reporter luminescence; inhibition, % at 5 µM; 340,000 compounds, 0.74% hits;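 active = inhibition above about 55%, limit read from the data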;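 also: 0% = DMSO-treated cells and 100% = wells with medium but no cells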
# * marks the source's active call; other numbers are inactive results; ? = inconclusive; . = not tested or not shown. Random draw from the library. Share with any hit: about 3%.
SMILES,697 NFkB inh,Gli-Sufu block,EBI2 block,UBC13 inh,Jurkat NFkB inh,CXCR6 inh,APJ antagonist,CCR6 antagonist
O=c1[nH]c(=S)[nH]c2sc3c(c12)CCCCCC3,19.2,.,-4.3,43.3,6.9,-7.8,7.6,-6.1
CCOC(=O)N1CCN(C(=O)COc2ccc(S(=O)(=O)NC3CCCCC3)cc2C)CC1,6.7,9.1,-8.5,-5.5,-3.7,-13.2,-13.0,-9.2
O=C1CC(c2ccccc2)n2nc(N3C(=O)c4ccccc4C3=O)nc2N1 (stereo unspecified),14.3,1.4,-7.7,-10.5,9.7,-4.7,4.7,-12.3
Cc1ccc(C2CC(=O)c3cnc(N4CCN(c5ccccc5)CC4)nc3C2)cc1 (stereo unspecified),16.8,12.8,31.4,?,14.1,4.6,13.3,9.0
N=C(N)SCc1ccc(Cl)cc1Cl,2.5,-16.5,9.3,-2.0,5.1,-0.9,10.0,6.4
CCC1CCCCN1CCCNC(=O)CC1Oc2ccc(C)cc2NC1=O (stereo unspecified),-6.2,-0.3,-3.5,2.4,-13.7,-0.1,11.1,4.6
CCOc1cc(C#N)ccc1OCC(=O)NNC(=O)CC1CCS(=O)(=O)C1 (stereo unspecified),4.6,-7.3,-5.5,-0.2,2.1,-4.6,18.3,3.6
COC(=O)[C@H](CCSC)NC(=O)Cn1cnc2c(NCc3ccccc3)ncnc21,-6.9,0.5,-1.9,.,.,7.0,.,15.7
Cc1nc2ccccc2n1CC(=O)OCC(=O)N1CCC(C)CC1,-18.2,8.8,-0.5,-18.0,-6.2,-5.7,3.3,-10.8
O=C(CN1C(=O)NC2(CCc3ccccc32)C1=O)NCC(=O)Nc1ccc(F)cc1 (stereo unspecified),20.2,1.1,-3.3,2.6,8.0,-1.0,-1.2,0.7
Cc1cc(C(=O)NCCCN(C)C)c2ccccc2n1,.,-6.0,-0.1,.,.,-10.3,.,6.6
COc1ccc(CCCc2n[nH]c(=S)o2)cc1,-4.6,11.0,-3.9,-6.9,-0.5,-3.3,2.8,1.5
CC(C)=CCc1cc2c(=O)c3c(O)c4c(cc3oc2c(O)c1O)OC(C)C4(C)C (stereo unspecified),8.7,.,.,-44.5,1.2,.,-85.6,.
CSCCC(NC(=O)c1ccccc1)C(=O)N/N=C(\C)c1ccccc1 (stereo unspecified),-17.4,-2.0,-9.2,8.1,4.4,4.6,14.1,0.3
O=c1[nH]c(-c2ccccc2F)nc2c1sc(=S)n2Cc1ccccc1,5.9,-6.4,-4.0,-17.0,0.6,3.0,21.3,22.0
O=C(O)Cn1cnc2c(oc3ccccc32)c1=O,11.7,5.2,-1.8,-3.6,-11.6,-2.4,7.5,1.8
C=CCNC(=O)/C(C#N)=C/c1c(N2CCN(c3ccccc3)CC2)nc2c(C)cccn2c1=O,13.5,12.2,11.0,4.7,9.5,-1.7,-7.2,10.6
COCCn1c(SCC(=O)NNC(=O)c2ccccc2)nc2ccccc21,15.1,-0.3,-5.6,-1.4,8.6,8.1,10.6,4.0
CCc1ccc(C(=O)COC(=O)C(CCSC)NC(=O)c2ccccc2)cc1 (stereo unspecified),5.3,0.9,0.2,8.3,0.5,2.1,1.6,0.9
CC1(N2CCOCC2)C(=O)c2ccccc2C1=O,0.1,-1.3,-6.2,-4.3,9.2,-10.0,11.1,-6.9
CCc1cccc(CC)c1NC(=O)CSc1nc2ccc(N3C(=O)C4C5C=CC(C5)C4C3=O)cc2s1 (stereo unspecified),-19.8,20.5,-0.2,2.5,11.7,4.4,-3.5,15.5
O=C(Cn1c(=O)n(-c2ccccc2)c(=O)n1CC(=O)N1CCCCC1)N1CCCCC1,8.3,0.8,-2.6,-4.6,-11.5,0.8,-1.9,-10.2
CC(C)n1c(/N=C/c2ccccc2O)nc2ccccc21,-30.6,-2.0,-6.8,0.9,-8.3,1.7,-5.2,8.8
O=C(NNC(=S)Nc1ccc(Br)cc1)c1ccccc1,-37.2,-21.6,0.2,4.0,-17.3,15.5,5.7,17.4
CCNc1c(N)c(=O)oc2ccccc12,-27.4,-6.4,3.1,-4.2,-5.7,-8.6,18.6,15.9
CCC(=O)Nc1nnc(S(=O)(=O)N2CCCCCC2)s1,-2.5,-2.5,-8.1,-3.2,-8.0,-4.0,3.1,9.4
CCOC(=O)c1cnc(-c2ccccc2)nc1N,-83.5,-84.0,-9.2,8.7,-106.1,-10.5,-13.8,-0.9
O=S(=O)(c1cccs1)N1CCc2ccccc2C1,12.3,-10.7,-1.0,1.6,-13.7,-2.3,0.9,6.8
c1ccc(OCCSc2nnc3sc4ccccc4n23)cc1,-221.1,-10.2,6.5,-3.8,-59.4,8.9,11.7,9.9
COc1ccc(N2CCN(C(=O)COC(=O)CCc3ccccc3)CC2)cc1,16.5,2.1,-7.6,3.0,14.2,1.6,26.6,13.0
Cc1[nH]nc2c1/C(=N\O)CCC2,7.4,-10.3,-6.3,3.5,5.1,-8.6,-1.3,7.3
CCc1c(C2(O)CCCCC2)[nH]c2cc(C(F)(F)F)ccc12,-21.2,5.5,-16.5,23.4,-4.1,-31.4,-1.9,15.7
COc1ccc(C(=O)N2CCCCC2)cc1S(=O)(=O)Nc1ccccc1,-12.8,2.3,4.8,-1.7,-0.5,-9.6,11.6,-8.8
CC(=O)NC(CC(=O)OCc1ccc([N+](=O)[O-])cc1)c1ccccc1 (stereo unspecified),-5.6,-3.4,5.0,1.8,12.6,5.7,13.6,8.0
CC(=O)Nc1cccc(C(=O)NNC(=O)c2ccccc2-n2cccc2)c1,18.9,-4.0,-12.1,3.6,-0.8,-0.6,-3.2,-6.0
c1ccc(-n2c(-c3ccco3)nnc2N2CCOCC2)cc1,13.0,3.5,-2.7,4.0,-4.1,2.0,3.6,-4.3
COc1ccccc1C(=O)NCCC(=O)NCC1CCCO1 (stereo unspecified),-4.5,5.1,4.8,4.7,2.5,2.4,4.4,0.9
Cc1ccc(N(Cc2ccccc2)C(=O)c2ccc(F)cc2)cc1,-23.8,11.3,2.9,0.0,-25.3,5.9,22.3,13.2
Cc1ccccc1N=C1Nc2ccccc2N[C@]12C[C@H]1CCC(=O)N3CC[C@@H](C2)[C@@H]13,.,3.4,1.3,.,.,-1.4,.,8.4
Cc1ccc(C)c(OCc2cc(C(=O)NC(c3ccccn3)C(F)(F)F)no2)c1 (stereo unspecified),10.4,-6.3,4.0,-5.5,5.5,7.0,12.2,18.9
CN(C)C(=S)Nc1ccc(Br)cc1Cl,-18.7,-9.7,-7.2,-0.1,-5.6,5.1,-4.6,-9.7
COc1cc(/C=N/Nc2ccc(Cl)nn2)cc(OC)c1O,15.8,5.3,3.6,-11.4,6.4,-8.0,-4.6,7.3
O=S(=O)(NCC1CCCO1)c1cnc(Cl)c(Cl)c1 (stereo unspecified),14.9,-1.1,0.0,-5.1,5.2,-9.4,12.6,-10.3
Cc1cc(C)c(OCC(=O)Nc2cccc(O)c2)cc1C,14.1,-3.0,0.8,-4.7,-113.1,-3.6,12.8,-19.9
Cn1c(COc2ccc([N+](=O)[O-])cc2)nnc1SCC(N)=O,11.0,8.7,-0.6,-16.9,0.0,0.6,7.2,2.2
COc1ccccc1OCC(=O)Nc1ccc(NC(=O)COc2ccccc2OC)cc1,0.2,-6.8,-6.4,-8.4,9.8,-4.7,-10.4,9.5
CC(=O)c1cccc(NC2c3ccccc3C(=O)N2Cc2ccco2)c1 (stereo unspecified),-0.2,5.1,-1.9,-3.9,-7.3,-7.2,9.6,6.2
Cc1ccc(C(=O)Oc2ccccc2N2C(=O)C3CCCCC3C2=O)cc1 (stereo unspecified),1.1,-3.1,-5.5,-3.6,2.2,-1.6,14.1,-6.4
COCc1nnc(NC(=O)CC(c2ccccc2)c2ccccc2)s1,-2.6,-0.3,8.7,2.0,2.9,10.9,3.2,1.9
CC(C)CC(C(=O)NC(C)(C)C)N(Cc1cccs1)C(=O)c1snc(C(N)=O)c1N (stereo unspecified),14.8,2.1,15.1,65.0*,1.1,3.7,13.5,11.8

# The listing continues.
SMILES,697 NFkB inh,Gli-Sufu block,EBI2 block,UBC13 inh,Jurkat NFkB inh,CXCR6 inh,APJ antagonist,CCR6 antagonist
COc1cccc(C2NC(=O)c3ccccc3O2)c1OC (stereo unspecified),-1.3,-3.9,-16.1,-3.0,3.6,-5.7,3.9,-0.3
Cc1nc(SCc2cccc(F)c2)[nH]c(=O)c1C#N,-3.2,-0.1,0.7,-10.1,-0.3,-2.2,-15.2,7.5
COc1ccc(C(=O)CSc2nnc(-c3ccccn3)n2Cc2ccco2)cc1,-36.5,7.4,3.9,-19.3,2.1,6.6,0.3,9.4
COCC1CCN(C(=O)C2CCC(=O)N(Cc3ccc(Cl)cc3)C2)CC1 (stereo unspecified),-10.3,-2.2,19.7,-0.6,-9.0,-3.5,13.3,-0.2
CC(C)CCN(C(=O)COc1ccc(C#N)cc1)c1c(N)n(Cc2ccccc2)c(=O)[nH]c1=O,15.3,.,.,-4.6,-7.7,.,7.4,.
O=C(NC(=O)c1ccc(Cl)cc1)Nc1ccc(-c2cnco2)cc1,-17.2,.,.,-35.5,19.3,.,-2.0,.
COc1ccc(CCNC(=O)COC(=O)c2ccc(Br)o2)cc1OC,21.9,-3.9,-1.6,9.5,0.8,0.4,14.1,-11.5
O=C(CSc1ccccc1)Nc1ccc(-c2nc3ccccc3[nH]2)cc1,-124.7,-58.4,-1.0,-6.3,-123.2,-4.6,-11.9,-11.3
O=C(Nc1cccc(F)c1)c1c(O)c2cccc3c2n(c1=O)CCC3,7.5,.,.,4.3,-13.1,.,10.8,.
Cc1cc(C(=O)Nc2ccccc2)c(C)o1,-12.0,-3.5,-7.5,-7.8,-18.3,10.6,-1.7,10.1
CCOC(=O)CNC(=O)CSc1ncccc1-c1nc2ccccc2[nH]1,-10.4,-15.2,-11.4,-1.9,-6.4,-4.4,-8.2,4.2
c1ccc2c(c1)nc(NCCN1CCOCC1)c1nncn12,10.0,-1.3,-2.0,-2.4,-2.8,-1.7,14.6,-3.4
CCCC12CN(C(=O)c3ccco3)CC(CCC)(CN(C(=O)c3ccco3)C1)C2=O,-50.5,20.9,1.5,-6.3,-8.2,6.3,4.5,21.4
CCc1ccnc(NC(=O)NS(=O)(=O)c2ccc(C)cc2)c1,0.5,-7.0,-3.8,-6.0,-15.9,-6.8,1.5,-3.4
O=C(NC12CC3CC(CC(C3)C1)C2)N1CCC(n2nnc3ccccc32)CC1,0.6,-8.3,1.8,0.8,19.5,4.4,10.7,10.6
Cc1ccc(CN(CC(=O)N/N=C/c2ccccc2[N+](=O)[O-])S(=O)(=O)c2ccc(C)cc2)cc1,-6.8,-6.6,-13.1,-6.4,-2.9,5.2,-11.3,6.9
O=C(Cc1cccs1)Nc1nnc(COc2ccccc2)s1,-0.7,99.0*,1.0,-3.0,1.9,-4.4,11.4,2.0
O=C(Nc1cc(S(=O)(=O)N2CCCCC2)ccc1N1CCCCC1)C1CC1,0.2,5.4,-3.7,18.3,-3.6,4.1,1.0,16.1

# Laid out differently: results already given
c1ccc2c(c1)nc(NCCN1CCOCC1)c1nncn12
- 697 NFkB inh = 10.0
- Gli-Sufu block = -1.3
- EBI2 block = -2.0
- UBC13 inh = -2.4
- Jurkat NFkB inh = -2.8
- CXCR6 inh = -1.7
- APJ antagonist = 14.6
- CCR6 antagonist = -3.4
CCCC12CN(C(=O)c3ccco3)CC(CCC)(CN(C(=O)c3ccco3)C1)C2=O
- 697 NFkB inh = -50.5
- Gli-Sufu block = 20.9
- EBI2 block = 1.5
- UBC13 inh = -6.3
- Jurkat NFkB inh = -8.2
- CXCR6 inh = 6.3
- APJ antagonist = 4.5
- CCR6 antagonist = 21.4
CCc1ccnc(NC(=O)NS(=O)(=O)c2ccc(C)cc2)c1
- 697 NFkB inh = 0.5
- Gli-Sufu block = -7.0
- EBI2 block = -3.8
- UBC13 inh = -6.0
- Jurkat NFkB inh = -15.9
- CXCR6 inh = -6.8
- APJ antagonist = 1.5
- CCR6 antagonist = -3.4
O=C(NC12CC3CC(CC(C3)C1)C2)N1CCC(n2nnc3ccccc32)CC1
- 697 NFkB inh = 0.6
- Gli-Sufu block = -8.3
- EBI2 block = 1.8
- UBC13 inh = 0.8
- Jurkat NFkB inh = 19.5
- CXCR6 inh = 4.4
- APJ antagonist = 10.7
- CCR6 antagonist = 10.6

# Source: PubChem BioAssay (Sanford-Burnham Center for Chemical Genomics)
